Tat export inh = inhibitors of E. coli Tat protein transport; E. coli MC4100 TorA-mCherry Tat export, fluorescence; inhibition, % at 10 µM; 340,000 tested, 0.036% active;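 active = mean replicate inhibition at least 50% and at least half of replicates individually reaching 50%; inconclusive = only one of the two criteria met; inactive = neither criterion met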;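 also: exported cargo escapes ClpAP degradation while cytoplasmic cargo is degraded and loses fluorescence; 0% = median of neutral control wells and 100% = median of NaSCN control wells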
V-ATPase pHluor = alters yeast V-ATPase proton transport. response, % at 10 µM. S. cerevisiae, pHLuorin cytosolic pH fluorescence. 350,000 tested, 0.37% active; in the data active = response mostly above about 7.3%, no sharp cut-off; inactive = mostly below about 5.4%; also: actives read high; inactives centre near 0; some compounds called inactive have numbers as strong as hits
dFosB act = enhances mouse delta FosB homodimer DNA binding | P13346 | purified delta FosB, TAMRA-CDK5 oligo fluorescence polarization; percent of positive-control signal above neutral wells | activation, % at 25 µM | 340,000 tested, 0.99% active;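 active = mean activation above about 17%, with every replicate also reaching it, limit read from the data, passing the limit was not always enough; inconclusive = only one of the two conditions met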;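 also: fluorescence polarization rise as delta FosB binds a TAMRA Cdk5 AP-1 oligo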
Target sequence (P13346 whole entry, looked up): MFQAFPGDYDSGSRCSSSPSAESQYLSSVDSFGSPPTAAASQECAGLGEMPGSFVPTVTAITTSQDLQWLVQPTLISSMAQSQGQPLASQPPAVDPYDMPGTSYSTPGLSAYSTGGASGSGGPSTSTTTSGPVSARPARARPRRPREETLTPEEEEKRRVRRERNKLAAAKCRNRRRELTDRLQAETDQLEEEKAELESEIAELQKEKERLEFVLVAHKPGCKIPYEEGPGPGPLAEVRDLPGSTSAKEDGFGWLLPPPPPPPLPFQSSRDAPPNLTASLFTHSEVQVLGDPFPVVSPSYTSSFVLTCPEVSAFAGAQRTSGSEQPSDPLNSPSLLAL
CDK5 inh = blocks human CDK5/p35 kinase activity; Q00535+Q15078; Recombinant CDK5/p35, ADP-Glo luminescence, 60 min; inhibition, % at 10 µM; 330,000 tested, 0.01% active;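 active = highest replicate inhibition of at least 50% and at least 75% of replicates reaching 50%; inconclusive = only one of the two criteria met; inactive = both criteria failed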;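 also: plate controls were DMSO neutral control for no effect and GW8510 at 10 µM for full effect; many of its hits are not listed in these tables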
CAL PDZ FP-1 = inhibitors of human CAL PDZ peptide binding | inhibition, % at 24.9 µM | purified CAL PDZ, TMR-peptide fluorescence polarization, 1 h | Q9HD26 | AID 602252 | 300,000 tested, 0.92% active;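 active = mean inhibition of at least 30% with at least half of replicates also reaching 30%; inconclusive = no clear call, values can overlap the other calls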;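 also: 0% = DMSO neutral control and 100% = excess unlabeled competitor peptide PRC23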
Rtt109 HAT inh = inhibitors of Candida albicans Rtt109/Vps75 histone acetyltransferase | Q5AAJ8 | purified Rtt109/Vps75, ThioGlo CoA-SH fluorescence, 4 h | inhibition, % at 34.9 µM | 330,000 tested, 0.16% active;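 active = inhibition of at least 50% in every replicate; inconclusive = best replicate reaches 50% inhibition but some replicates fall short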
Target sequence (Q5AAJ8 whole entry, looked up): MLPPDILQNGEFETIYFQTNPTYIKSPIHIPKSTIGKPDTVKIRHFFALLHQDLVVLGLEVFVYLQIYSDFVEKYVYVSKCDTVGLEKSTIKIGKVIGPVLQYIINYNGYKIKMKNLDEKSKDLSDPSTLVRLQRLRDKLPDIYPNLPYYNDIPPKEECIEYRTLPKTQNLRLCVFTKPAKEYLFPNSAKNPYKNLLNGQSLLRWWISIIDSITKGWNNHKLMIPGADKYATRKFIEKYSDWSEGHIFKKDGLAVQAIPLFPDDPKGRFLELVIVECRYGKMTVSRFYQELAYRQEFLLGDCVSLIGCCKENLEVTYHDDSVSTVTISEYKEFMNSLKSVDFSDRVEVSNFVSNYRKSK
MITF TRPM1 HTS = activators of MITF-driven TRPM1 promoter activity in SK-MEL-5 cells | SK-MEL-5 TRPM1-promoter luciferase, 24 h; % of positive control, neutral wells = 0 | activation, % at 12.5 µM | 300,000 tested, 0.75% active | AID 588334;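 active = mean activation of at least 80% with every replicate also reaching 80%; inconclusive = mean reaches 80% but some replicate falls short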;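 also: 0% = neutral control wells and 100% = parthenolide positive control wells; values of inactives mirror those of a sister screen read the other way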
CAL PDZ FP-2 = inhibitors of human CAL PDZ peptide binding; Q9HD26; 330,000 tested, 0.02% active; AID 504414; purified CAL PDZ, TMR-peptide fluorescence polarization, 1 h; inhibition, % at 20 µM;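 active = highest replicate inhibition of at least 40%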;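 also: plate controls were DMSO neutral control wells for no effect and unlabeled competitor peptide control wells for full effect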
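Test system: purified CerCALP PDZ construct; Compound dosing: one concentration, 20 µM compound; Also added: TMR-labelled reporter peptide T*-PRC34 bound in PDZ groove; Read-out: inhibition from polarization loss; Controls: unlabelled peptide and DMSO controls; Signal: FP readout, S and P plane fluorescence; Incubation: 1 h at RT.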
cardiac RTF act = increases calcium sensitivity of human cardiac regulated thin filaments; AID 493008; IANBD-labeled TnC RTF fluorescence at EC20 calcium; 0% EC20 calcium, 100% full calcium; activation, % at 7.2 µM; P19429+P45379; 340,000 tested, 0.24% active;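 active = activation above the mean over all tested compounds plus 3 SD, cut at about 30% in these data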;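 also: rise in fluorescence read as greater calcium sensitivity of cardiac thin filaments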
Wnt bcat act = activates Wnt/beta-catenin signaling in a reporter cell assay | activator, plate reader | 300,000 tested, 1.2% active | AID 743398 | activation, % at 9.35 µM; in the data active = activation above about 30%, passing the limit was not always enough; inconclusive = no clear call, values can overlap the other calls;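 also: 0% = neutral control wells and 100% = positive control wells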
* = called active by the depositor; ? = inconclusive; . = not tested or not shown.

SMILES	Tat export inh	V-ATPase pHluor	dFosB act	CDK5 inh	CAL PDZ FP-1	Rtt109 HAT inh	MITF TRPM1 HTS	CAL PDZ FP-2	cardiac RTF act	Wnt bcat act
CC1=C(C#N)C(=O)NC(C)(C)C1	4	1	2	-0.1	-3	-3	3	0.6	6	.
Cc1cccc(CSCC(=O)NCc2ccc(S(N)(=O)=O)cc2)c1	-4	2	-5	0.9	-5	2	4	-1.5	4	-3
CN(C)C(CNc1ccc([N+](=O)[O-])cc1C#N)c1ccccc1 (configuration not stated)	3	1	-2	-0.5	0	6	17	-2.2	2	0
O=C(N/N=C/c1cc([N+](=O)[O-])ccc1O)c1ccc(COc2ccc3c(c2)CCC3)o1	-1	1	1	1.7	-3	-3	-47	-3.1	-2	0
CC1(C)c2ccccc2N2CC(=O)N[C@@]21/C=C/C=C/c1ccccc1	8	5	-4	-0.6	-4	11	.	-0.8	1	-10
CCOC(=O)c1cnc(-c2ccccc2)nc1N(C)C	-8	-3	0	-1.2	-6	-1	31	-0.6	-2	.
CCN(CC)CCCN1C(=O)C(O)=C(C(=O)c2cc3cccc(OC)c3o2)C1c1ccncc1 (configuration not stated)	-8	-5	-9	2.3	.	5	2	-2.3	2	.
C[C@H](CO)N1C[C@H](C)[C@@H](CN(C)S(=O)(=O)c2ccc(F)cc2)Oc2ccc(NC(=O)NC3CCCCC3)cc2C1=O	-3	0	-16	-0.6	0	-10	2	0.6	9	-1
COc1cc(C(=O)N2C(=O)c3cccc(N)c3C2=O)cc(OC)c1OC	-7	3	-1	0.8	8	-4	-15	-0.3	-6	-2
CCN(CC)C(C)C(=O)NCC1(c2ccccc2)CCOCC1 (configuration not stated)	-2	-2	4	0.1	7	5	5	-0.9	-1	0
COc1ccc(OC)c(-c2cc(C(=O)Nc3c(C)nn(Cc4ccc(Cl)cc4)c3C)no2)c1	4	-2	-6	-2.4	-4	10	-1	-2.2	2	.
N#Cc1ccccc1S(=O)(=O)N1CCN(C(=O)C2COc3ccccc3O2)CC1 (configuration not stated)	-5	-1	-1	-0.3	-3	7	-4	0.4	-4	-3
O=C(Cc1ccccc1)NCC(=O)N/N=C/c1cccnc1	-5	0	5	0.8	.	-1	-10	-0.6	7	0
CN(C)CCNC(=O)C(=O)NCC1OCCN1S(=O)(=O)c1ccc2c(c1)OCCO2 (configuration not stated)	0	-1	5	-1.1	-6	-19	4	-2.0	1	1
Cc1cc2[nH]c3ccccc3c2c(C)n1	0	2	-3	-1.6	-2	8	-10	-0.9	9	.
O=c1cc(N=Nc2ccc(Cl)cc2)[nH]c(=O)[nH]1	8	13*	-7	0.9	1	2	0	-0.3	-5	-7
CS(=O)(=O)Nc1ccc2[nH]c(=O)[nH]c2c1	1	1	0	1.2	-4	2	2	-1.2	-2	.
COc1cc(C2C(C#N)=C(N)Oc3c2ccc2ccccc32)ccc1OCC(=O)Nc1ccccc1C (configuration not stated)	8	-3	-12	1.1	-3	0	-8	-2.2	-1	-9
CC(=O)Nc1ccc(S(=O)(=O)N2c3ccccc3C(C)=CC2(C)C)cc1	-4	0	-15	-0.5	-2	6	-31	-2.0	-3	-7
Oc1ccc(Cl)cc1C=NN1CCCCCC1	16	-1	-3	-0.7	.	10	47	0.7	0	49*
CCOc1ccc(-c2c(C(=O)N/N=C/c3sccc3C)nnn2-c2nonc2N)cc1	-5	7	22*	-0.1	-5	3	-9	-2.0	-2	-2
CCN(CC)S(=O)(=O)c1ccc(OC)c(NC(=O)CSc2cc(Cl)ccc2Cl)c1	15	0	1	-2.3	.	-3	-3	-1.4	2	.
CCS(=O)(=O)N1CCC(C(=O)NCCc2ccccc2)CC1	2	-4	-2	-0.1	-6	-2	8	0.0	4	.
COc1ccc(-n2c(COc3ccccc3)nnc2SCC(N)=O)cc1	14	1	-4	-0.3	-5	-3	.	.	8	-8
Nc1nc(=O)c2ccccc2s1	-18	-3	1	-1.4	0	5	-4	-0.1	-1	1

14 structures already listed, arranged by molar mass, highest first:
SMILES	Tat export inh	V-ATPase pHluor	dFosB act	CDK5 inh	CAL PDZ FP-1	Rtt109 HAT inh	MITF TRPM1 HTS	CAL PDZ FP-2	cardiac RTF act	Wnt bcat act
C[C@H](CO)N1C[C@H](C)[C@@H](CN(C)S(=O)(=O)c2ccc(F)cc2)Oc2ccc(NC(=O)NC3CCCCC3)cc2C1=O	-3	0	-16	-0.6	0	-10	2	0.6	9	-1
COc1cc(C2C(C#N)=C(N)Oc3c2ccc2ccccc32)ccc1OCC(=O)Nc1ccccc1C (configuration not stated)	8	-3	-12	1.1	-3	0	-8	-2.2	-1	-9
CCN(CC)S(=O)(=O)c1ccc(OC)c(NC(=O)CSc2cc(Cl)ccc2Cl)c1	15	0	1	-2.3	.	-3	-3	-1.4	2	.
O=C(N/N=C/c1cc([N+](=O)[O-])ccc1O)c1ccc(COc2ccc3c(c2)CCC3)o1	-1	1	1	1.7	-3	-3	-47	-3.1	-2	0
N#Cc1ccccc1S(=O)(=O)N1CCN(C(=O)C2COc3ccccc3O2)CC1 (configuration not stated)	-5	-1	-1	-0.3	-3	7	-4	0.4	-4	-3
COc1ccc(-n2c(COc3ccccc3)nnc2SCC(N)=O)cc1	14	1	-4	-0.3	-5	-3	.	.	8	-8
CC1(C)c2ccccc2N2CC(=O)N[C@@]21/C=C/C=C/c1ccccc1	8	5	-4	-0.6	-4	11	.	-0.8	1	-10
CCN(CC)C(C)C(=O)NCC1(c2ccccc2)CCOCC1 (configuration not stated)	-2	-2	4	0.1	7	5	5	-0.9	-1	0
CN(C)C(CNc1ccc([N+](=O)[O-])cc1C#N)c1ccccc1 (configuration not stated)	3	1	-2	-0.5	0	6	17	-2.2	2	0
O=C(Cc1ccccc1)NCC(=O)N/N=C/c1cccnc1	-5	0	5	0.8	.	-1	-10	-0.6	7	0
Oc1ccc(Cl)cc1C=NN1CCCCCC1	16	-1	-3	-0.7	.	10	47	0.7	0	49*
O=c1cc(N=Nc2ccc(Cl)cc2)[nH]c(=O)[nH]1	8	13*	-7	0.9	1	2	0	-0.3	-5	-7
CS(=O)(=O)Nc1ccc2[nH]c(=O)[nH]c2c1	1	1	0	1.2	-4	2	2	-1.2	-2	.
Cc1cc2[nH]c3ccccc3c2c(C)n1	0	2	-3	-1.6	-2	8	-10	-0.9	9	.

(more compounds)
SMILES	Tat export inh	V-ATPase pHluor	dFosB act	CDK5 inh	CAL PDZ FP-1	Rtt109 HAT inh	MITF TRPM1 HTS	CAL PDZ FP-2	cardiac RTF act	Wnt bcat act
Cc1ncoc1C(=O)N1CCCC(CCC(=O)NCc2ccc(F)c(F)c2)C1 (configuration not stated)	1	0	-5	0.7	-4	3	13	0.5	3	-5
COc1ccc(-c2cc([C@H]3[C@@H]4C=CCC[C@@]4(C)C(=O)N3Cc3ccccc3)ccc2F)cc1	?	0	1	1.1	-5	-3	-9	-0.4	2	-2
COc1ccccc1NC(=O)Cn1nnc(C(=O)NCCc2ccccc2)c1N	-2	5	40*	-0.5	-2	-5	-5	-1.2	2	-5
CC1(C)C(C=C(Cl)Cl)C1C(=O)OCc1cccc(Oc2ccccc2)c1 (configuration not stated)	4	-4	2	0.0	-5	-4	-2	-0.7	4	1
COc1cccc(CN2CCN(C(=O)c3cc(-c4cccnc4)nc4ccc(C)cc34)CC2)c1	-5	-1	-18	0.7	7	9	3	-0.5	2	-2
Cn1nc(C(F)(F)F)c(C#N)c1N1CCN(c2cccc(C(F)(F)F)c2)CC1	4	1	4	1.4	-3	-10	6	0.1	-4	.
CC(=O)Nc1c(C)nn(C(C)=O)c1C	-7	0	-6	-0.2	-1	1	0	-0.7	2	.
Cn1c(=O)[nH]c(=O)c2c1nc(CN1CCOCC1)n2CCCO	9	-3	-4	0.6	0	2	11	0.5	3	-2
O=C(/C=C/c1cn(-c2ccccc2)nc1-c1ccccc1)Nc1ccc(C(=O)O)cc1	17	8	-52	-7.3	-20	21	22	-6.0	-1	?
O=C(Nc1ccc(CN2CCOCC2)cc1)c1ccc(Cl)cc1Cl	15	7	-6	0.7	.	-2	15	-2.0	1	1
COc1ccc(CNS(=O)(=O)NCc2ccc(C)cc2)cc1OC	-5	6	-5	1.9	-2	.	-6	-2.1	-8	.
Nc1nc(COC(=O)C2CC(=O)N(Cc3ccccc3Cl)C2)nc(Nc2ccccc2)n1 (configuration not stated)	-1	-6	-4	3.4	-1	-3	0	-2.1	-2	1
CCCCNC(=O)C1COc2ccccc2O1 (configuration not stated)	1	-5	-5	0.0	-3	4	-1	-3.1	1	2
Cc1cc(C(=O)CSc2ncccn2)c(C)n1-c1cccc(F)c1	3	0	-2	0.4	0	-5	34	-1.5	-1	82*
Cn1nnnc1Sc1ncnc2scc(-c3cccc(S(C)(=O)=O)c3)c12	8	-4	0	0.2	-1	-19	-77	-0.1	4	-9
CCN(CC)c1nc2n(c(=O)n1)CCN2CC	4	3	0	2.9	-1	9	.	0.4	-1	1
CCC(=O)Nc1cccc(NC(=S)NC(=O)c2ccc(C)cc2)c1	8	3	0	-1.3	-21	8	47	-4.1	-4	-8
CC(=O)N1CCN(c2ccc([N+](=O)[O-])c(-n3nc(C)cc3C)c2)CC1	4	-2	-4	0.7	1	10	-4	-3.2	0	-1
Cc1cc(C)cc(N(C(=O)CNC(=O)c2ccco2)C(C(=O)NC2CCCCC2)c2cccnc2)c1 (configuration not stated)	1	-4	5	-1.8	-4	-4	2	-2.3	-6	-4
Cc1nc(SCC(=O)N2CC(C)OC(C)C2)nc(C)c1C (configuration not stated)	5	-1	4	0.1	-3	-6	-4	-1.9	-3	-3
CC1COC(C)(CC(=O)NN2C(=O)c3ccccc3C2=O)O1 (configuration not stated)	-2	-2	2	1.5	-3	4	-5	0.4	-3	-2
COc1ccc(C)cc1S(=O)(=O)Nc1ccccc1C	-3	0	-2	0.9	-3	-1	0	-1.1	-4	-1

3 of the entries above in order of their number in CAL PDZ FP-2, smallest number first.
Structure	CAL PDZ FP-2
O=C(/C=C/c1cn(-c2ccccc2)nc1-c1ccccc1)Nc1ccc(C(=O)O)cc1	-6.0
Cc1cc(C)cc(N(C(=O)CNC(=O)c2ccco2)C(C(=O)NC2CCCCC2)c2cccnc2)c1 (configuration not stated)	-2.3
CCN(CC)c1nc2n(c(=O)n1)CCN2CC	0.4

Assay outcomes (PubChem BioAssay)
